Bioassay records from PubChem.
MEKK3 PB1 HTS: modulators of MEKK3-MEK5 PB1 binding, primary screen, biochemical, wildtype MEKK3, multiplex bead flow cytometry, Alexa488-MEK5. bead-based flow cytometry, Alexa488-MEK5 binding to MEKK3; actives lie on both sides; 0 = blocked by unlabeled MEK5, 100 = vehicle. binding response (% of control), % at 10 µM. 1.4% of 290,000 active;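 active means binding response more than 3 SD above or below the average of its plate-row segment, actives on both sides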;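 further: Alexa488 bead fluorescence after subtracting the streptavidin-only scavenger bead signal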
GPR7 antagonist: GPR7 receptor antagonists, primary screen, cell-based, fluorescence, single concentration; 1.1% of 290,000 active; inhibition, % at 4.4 µM; AID 1861, 2009; GPR7-expressing cells, fluorescence antagonist assay; Neuropeptides B/W receptor type 1 (Homo sapiens), P48145; in the data active means inhibition above about 16%, passing the limit was not always enough;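 further: cells stimulated with the agonist NPW; 0% = agonist with vehicle and 100% = vehicle without agonist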
Target sequence (P48145 whole entry, looked up): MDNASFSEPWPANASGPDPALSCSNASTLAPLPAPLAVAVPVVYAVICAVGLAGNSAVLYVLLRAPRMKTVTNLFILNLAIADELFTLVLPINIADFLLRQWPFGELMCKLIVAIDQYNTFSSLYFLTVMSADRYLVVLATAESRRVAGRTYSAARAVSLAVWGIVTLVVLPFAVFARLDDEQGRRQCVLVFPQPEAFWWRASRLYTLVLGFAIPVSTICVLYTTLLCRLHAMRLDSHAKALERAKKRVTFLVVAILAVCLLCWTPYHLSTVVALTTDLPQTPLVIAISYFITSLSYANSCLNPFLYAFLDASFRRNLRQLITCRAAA
MEKK2wt PB1 HTS: modulators of MEK5 binding to wildtype MEKK2, primary screen, biochemical, multiplex bead flow cytometry, Alexa488-MEK5; Mitogen-activated protein kinase kinase kinase 2 (Homo sapiens), Q9Y2U5; Alexa488-MEK5 binding to MEKK2 WT; actives lie on both sides; binding response (% of control), % at 10 µM; 1.1% of 290,000 active; AID 1531, 2009; in the data active means binding response below about 67% or above about 130%
NALP1 yeast inh: NALP1 inflammasome inhibitors in reconstituted yeast, colorimetric, S. cerevisiae, triplicate retest; inhibition, % at 10 µM; S. cerevisiae NALP1/ASC/caspase-1 growth, X-gal OD620, 72 h; 0.61% of 280,000 active; AID 2071, 2009; in the data active means inhibition mostly above about 24%, no sharp cut-off; inactive means mostly below about 32%; further: some compounds called inactive have numbers as strong as hits
OXTR ag: human OXTR agonists, primary screen, fluorescence, CHO-OTR cells, Fluo-8 calcium; Oxytocin receptor (Homo sapiens), P30559; Fluo-8 calcium fluorescence; normalized: DMSO 0%, oxytocin 100%; activation, % at 3 µM; 0.32% of 320,000 active; AID 2435, 2010;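 active means activation above the mean of all tested compounds plus 3 SD, cutoff set per screening run, cut at about 20% in these data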;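 further: peak over basal fluorescence ratio from a 100 s FLIPR kinetic read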
V1aR counter: agonists of human V1a receptor, primary screen, counter-screen for OXTR agonist project, fluorescence, CHO-V1R cells; AID 2797, 2010; Fluo-8 calcium fluorescence, agonist mode; 0% DMSO, 100% 3 nM vasopressin; 0.25% of 320,000 active; activation, % at 3 µM; Vasopressin V1a receptor (Homo sapiens), P37288;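 active means activation above the mean activation of all tested compounds plus 3 SD, per screening run, cut at about 20% in these data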;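 further: signal is peak over basal fluorescence ratio across a 100 second FLIPR read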
Target sequence (P37288 whole entry, looked up): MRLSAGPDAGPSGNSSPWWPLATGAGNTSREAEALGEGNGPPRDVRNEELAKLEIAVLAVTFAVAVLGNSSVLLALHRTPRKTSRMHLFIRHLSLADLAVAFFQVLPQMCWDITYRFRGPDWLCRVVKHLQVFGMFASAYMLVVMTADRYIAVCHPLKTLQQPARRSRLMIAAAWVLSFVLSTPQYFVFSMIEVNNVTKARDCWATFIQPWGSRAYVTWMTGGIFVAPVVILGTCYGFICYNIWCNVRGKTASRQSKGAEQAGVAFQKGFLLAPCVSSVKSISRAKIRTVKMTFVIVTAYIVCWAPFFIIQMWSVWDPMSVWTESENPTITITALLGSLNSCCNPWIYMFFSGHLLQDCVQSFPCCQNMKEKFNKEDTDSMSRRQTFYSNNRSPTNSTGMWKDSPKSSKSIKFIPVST
MEKK2 mut-MEK5: MEK5 binding signal on mutant MEKK2 PB1, primary screen, biochemical, multiplex bead flow cytometry, Alexa488-MEK5; percent response, % at 10 µM; 0.35% of 290,000 active; Alexa488-MEK5 binding to MEKK2 mutant; in the data active means percent response above about 24%, passing the limit was not always enough; further: inactives centre near 1; some results filed as inactive read as strong as hits; reference of the scale not given here
GalR3 antagonist: GalR3 antagonists in HEK293 cells, primary screen, cell-based, fluorescence readout | Galanin receptor type 3 (Homo sapiens), O60755 | HEK293 GalR3-CNG cAMP membrane potential fluorescence; galR3 body fused to GalR1 C-terminus | inhibition, % at 3 µM | 0.44% of 360,000 active;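 active means inhibition above the screen-wide average plus 3 SD, cut at about 13% in these data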;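 further: forskolin and galanin both at EC90 stimulate the cells; cAMP rise reported by CNG channel membrane potential dye signal; 0% = forskolin plus galanin with DMSO and 100% = forskolin alone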
PHOSPHO1 block: PubChem AID 1565. Phosphoethanolamine/phosphocholine phosphatase (Homo sapiens), Q8TCT1. recombinant PHOSPHO1, absorbance phosphatase assay. inhibition, % at 13.3 µM. 1.1% of 290,000 active; in the data active means inhibition above about 60%
Target sequence (Q8TCT1 whole entry, looked up): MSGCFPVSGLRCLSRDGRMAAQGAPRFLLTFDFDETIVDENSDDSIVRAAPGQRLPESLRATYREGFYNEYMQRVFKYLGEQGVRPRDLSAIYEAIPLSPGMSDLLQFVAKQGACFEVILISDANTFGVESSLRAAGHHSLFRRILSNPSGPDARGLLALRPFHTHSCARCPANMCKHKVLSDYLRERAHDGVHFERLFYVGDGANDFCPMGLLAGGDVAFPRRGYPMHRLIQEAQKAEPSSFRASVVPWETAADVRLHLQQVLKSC
Active calls of the source: *; nt = no result given.

Value order – MEKK3 PB1 HTS	GPR7 antagonist	MEKK2wt PB1 HTS	NALP1 yeast inh	OXTR ag	V1aR counter	MEKK2 mut-MEK5	GalR3 antagonist	PHOSPHO1 block
COc1cc(/C=C\C(=O)NCc2ccc3c(c2)cc(C)n3C)cc(OC)c1OC
    113	-6	102	38	-2.0	-1.3	-3	nt	-1
Cc1ccc(NC(=O)CSc2n[nH]c(N)n2)cc1S(=O)(=O)N1CCOCC1
    96	-14	99	-18	0.1	-0.4	-2	9	20
COc1ccc(CC(=O)NCC2CCCN(Cc3cccc(C(F)(F)F)c3)C2)cc1 (configuration not stated)
    106	5	110	15	0.3	2.6	6	-13	51
COc1cc2c(cc1OC)C(c1ccccc1OC(C)C)CC(=O)N2 (configuration not stated)
    104	-13	111	0	-0.8	0.1	8	1	20
Cc1[nH]c(=O)[nH]c(=O)c1NS(=O)(=O)c1ccc2c(c1)CCCC2
    99	-12	103	-12	0.1	1.1	1	-1	10
NS(=O)(=O)c1ccc(N=Nc2ccc(O)c3ncccc23)cc1
    94	-3	91	-44	-2.4	-1.2	0	4	7
O=[N+]([O-])c1ccc2nc(CCCc3nc4ccc([N+](=O)[O-])cc4[nH]3)[nH]c2c1
    104	7	98	32*	-0.8	0.3	-2	-1	45
COc1cc(C=O)ccc1OS(=O)(=O)c1ccc(NC(C)=O)cc1
    93	-1	95	18	7.0	4.8	-3	0	0
Cc1nn2cc(-c3ccccc3)nc2[nH]c1=O
    nt	-3	nt	-2	-0.9	-0.2	nt	-6	21
CC(C)NC(=O)c1ccccc1NC(=O)C1CCCO1 (configuration not stated)
    95	-8	97	-3	-0.3	-0.6	4	-5	-4
COc1ccc(CN(C)C(=O)c2cccc(Oc3ccccc3)c2)c(OC)c1OC
    99	2	93	12	2.8	4.4	-6	-9	6
COc1ccccc1NC(=O)Nc1nnc(Cc2ccc(F)cc2)s1
    99	-11	101	-6	1.5	0.4	1	-12	24
COc1ccc(CN2CCN(Cc3cn(C)nc3-c3ccccc3)CC2CCO)c(C)c1C (configuration not stated)
    113	-3	111	17	4.3	0.3	4	-7	41
COC(=O)c1c(NC(=O)c2ccco2)sc(C(=O)Nc2ccc(F)cc2)c1C
    93	-14	96	-7	0.1	0.6	-3	-3	1
CCOC(=O)c1ccccc1NC(=O)CN(c1cccc(OC)c1)S(C)(=O)=O
    99	-7	97	11	-2.3	-1.1	-5	-4	-8
O=C(CC1NCCNC1=O)Nc1ccc(Cl)c(Cl)c1 (configuration not stated)
    96	5	96	32	0.2	-0.9	-4	-1	-11
COc1ccc(-c2ccc(N)[n+](CCCC(=O)O)n2)cc1
    113	nt	109	nt	-0.3	-0.3	4	nt	nt
CO/C=C/C#CC1(O)CCN(C)CC1
    108	-2	105	3	0.4	0.2	4	-4	7
CC1Cn2c(nnc2-c2cccc(N)c2)S1 (configuration not stated)
    109	-1	109	25	0.1	0.5	10	2	-31
CC(C)NC(=O)c1cc2nc(-c3ccco3)cc(C(F)(F)F)n2n1
    101	13	98	-3	0.4	0.4	-2	-9	1
CCOC(=O)C1=C(C)N(C)C(=S)NC1c1ccccc1Cl (configuration not stated)
    98	3	101	11	-2.7	-1.0	0	-1	22
CCOC(=O)c1ccc(NC(=O)COc2ccc(S(=O)(=O)N3CCCC3)cc2)cc1
    107	0	101	5	4.7	3.6	-1	7	6
COc1ccc(NC(=O)C2C3C=CC(C3)C2C(=O)NCc2ccco2)c(OC)c1 (configuration not stated)
    98	-8	105	14	-1.5	-0.5	3	0	0
CC(C)(C)c1cc(CN2CCCC(O)C2)c(O)c(C(C)(C)C)c1 (configuration not stated)
    102	-20	97	-7	-2.0	-1.0	7	-5	-46
O=C(OCC(=O)C12CC3CC(CC(C3)C1)C2)c1cnccn1
    102	-4	105	0	0.2	-0.9	3	-2	14
CCOCCc1nnc(NC(=O)Cc2ccccc2)s1
    114	-9	108	2	-0.6	0.3	7	-4	2
Cc1noc(C)c1CCC(=O)O
    89	4	89	-8	0.2	0.7	-2	-4	15
Clc1ccc(N2CCN(c3ncnc4c3oc3ccccc34)CC2)cc1
    105	nt	102	-29	0.1	0.3	-1	-6	-11
CCNC(=S)NCc1ccco1
    97	-21	95	21	0.0	0.1	-1	5	17
O=C(Cn1ccc2ccccc2c1=O)NCC(=O)Nc1ccc(F)cc1F
    102	-4	97	8	-0.6	-0.4	0	-8	23
c1ccc(CSc2ccc(-c3ccccn3)nn2)nc1
    117	-11	103	5	1.2	0.8	-2	2	-17
O=C(Nc1ccc(C(=O)N2CCOCC2)cc1)Nc1ccc(Cl)cc1Cl
    95	1	93	10	3.0	0.9	-5	-6	32
COc1cccc(OC)c1C(=O)O/N=C(\N)c1ccncc1
    94	-13	93	-5	-1.8	0.2	-12	-3	24
O=C(NC(=S)Nc1ccc([N+](=O)[O-])cc1O)C1CCCCC1
    102	12	100	10	0.9	1.2	1	-4	29
CCCC(=O)Nc1ccc(C(=O)/C=C/c2ccc(SC)cc2)cc1
    101	2	101	0	-0.2	1.3	9	-3	-10
COc1ccc(C2CC(c3ccc(Br)cc3)=NN2C(=O)c2cccnc2)cc1 (configuration not stated)
    95	-19	95	27	0.7	0.1	-1	-1	-16
CCC(=O)Nc1ccc(Cl)c(-c2nc3ncccc3o2)c1
    99	-9	98	28	0.6	0.4	5	3	14
CC(=O)Nc1ccc2c(CSc3nncs3)cc(=O)oc2c1
    98	-4	91	nt	1.4	-0.1	5	-1	5
COCCn1c(SCC(=O)Nc2cc(Cl)ccc2OC)nc2c(c1=O)SC(C)C2 (configuration not stated)
    105	-1	102	1	-1.9	-0.3	6	nt	-7
CO/C([O-])=N/c1c[n+](-c2ccc(C)cc2)no1
    101	-2	102	29	-0.6	0.8	-1	-1	21
COc1ccc2c(c1OC)C(=O)N(c1ccc(O)cc1)C2
    100	-18	102	14	1.0	0.2	0	-8	36
O=C(Nc1ccc(F)cc1)/C(Cl)=C/c1ccccc1
    102	3	98	7	-1.3	-0.6	-2	-4	23
Cc1ccc(NCc2nnc3n2CCCCC3)cc1
    100	10	103	16	-0.5	-0.2	0	0	11
CCn1cnc2sc(C(=O)Oc3ccc(Br)cc3)c(C)c2c1=O
    77	-2	70	0	0.4	-0.1	-13	-6	-1
COc1ccc(/C=N\NC(=O)c2ccccc2OC)cc1COc1c(F)c(F)c(F)c(F)c1F
    104	-10	106	12	-0.3	-0.6	2	-6	5
O=C(CN1CCN(S(=O)(=O)c2ccc(F)cc2)CC1)NC1CCCC1
    102	-1	108	5	-0.8	-0.3	8	-2	61*
O=C(COc1ccccc1)NC1CCCCC1
    101	-3	102	20	-0.8	0.4	-1	-3	9
Cc1[nH]n(-c2nc(-c3ccc(Cl)cc3)cs2)c(=O)c1N=Nc1ccc(O)cc1
    90	-14	74	-1	0.0	-0.8	-9	3	-13
COc1ccc(CCN2C(=O)CC(N3CCOCC3)C2=O)cc1 (configuration not stated)
    100	5	100	-8	-0.4	0.5	2	-5	-26
CCCCCn1c(=O)[nH]c2cc(C(=O)NCCCN3CCCCC3CC)ccc2c1=O (configuration not stated)
    102	4	108	24	0.9	-0.4	0	-9	-2

Going on with the list.
Value order – MEKK3 PB1 HTS	GPR7 antagonist	MEKK2wt PB1 HTS	NALP1 yeast inh	OXTR ag	V1aR counter	MEKK2 mut-MEK5	GalR3 antagonist	PHOSPHO1 block
N#Cc1ccccc1NC(=O)CSc1nnc(-c2ccccc2)n1-c1ccccc1
    95	-10	98	nt	-2.0	-1.1	0	-3	-11
O=C(CC(=O)Nc1ccc(F)cc1F)Nc1ccc(F)cc1F
    105	2	105	12	0.2	0.5	4	4	6
Cc1[nH]c2ccc(F)cc2c(=O)c1SC(F)(F)C(F)F
    102	24	105	5	8.7	7.4	6	-8	6
CCN1CCN(C(c2cccs2)C(C)NC(=O)c2cccc(OC)c2OC)CC1 (configuration not stated)
    101	-21	109	31	1.1	0.3	6	-5	3
Cc1ccc(-n2nc(C)c(C(=O)O)n2)c(C)c1
    104	-11	105	17	-1.7	0.7	15	-1	3
COc1ccc(NC(=O)CCSc2ccc(F)cc2)cc1
    100	2	97	10	-2.0	0.2	-4	-1	-25
Cc1ccc(CNCCCSc2ncccn2)cc1
    103	0	127	4	-0.9	0.5	16	-3	nt
CCN(CCNC(=O)CS(=O)(=O)Cc1nc(-c2cccc(OC)c2)oc1C)c1ccccc1
    98	-3	100	nt	-1.6	-0.8	0	-4	6
Cc1ccccc1-n1nc2c(c1NC(=O)C1CCCC1)CS(=O)(=O)C2
    102	-6	102	-13	-0.3	0.1	3	-1	9
Cc1c(OC(C(=O)O)c2ccccc2)ccc2c1oc(=O)c1ccccc12 (configuration not stated)
    109	16	111	2	-0.4	-0.2	10	-3	14
COc1cc(OC)cc(C(=O)O/N=C(\N)c2cccc(C)c2)c1
    99	0	101	43*	-0.1	1.1	-2	8	37
S=c1[nH]nc(CSCc2ccc(Cl)cc2Cl)n1-c1ccccc1
    83	-4	87	9	0.9	1.3	-7	-4	35
S=C(NCCOCCOCCNC(=S)Nc1ccccc1)Nc1ccccc1
    91	-3	104	21	0.9	2.4	10	-6	-88
Cn1nnnc1SCC(=O)N1CCc2ccccc2C1
    108	2	108	2	-0.5	0.6	8	-1	10
CCOC(=O)c1cnn(-c2cccc(Cl)c2)c1N
    100	0	99	18	-1.8	-0.4	1	-3	-51
CCOC(=O)c1cnc(SCC(=O)Nc2nnc(CC)s2)nc1N
    99	-2	98	-15	-0.2	-0.2	3	1	-2
O=C1SCCc2c1n(Cc1ccccc1)c1ccccc21
    94	-5	98	-102	-0.4	-0.8	4	0	9
COc1ccc(C(=O)N2CCCC(CO)(Cc3ccccc3C)C2)o1 (configuration not stated)
    102	5	106	15	0.0	-0.1	8	-5	22
CCOC(=O)CNC(=O)CSc1nnc(COc2ccc(Cl)cc2)n1CC
    96	-3	96	-6	-1.2	-0.1	-1	4	96*
COc1ccc(NC(=O)CCNS(=O)(=O)c2cccc3nonc23)cc1
    103	-13	103	13	-0.4	0.5	5	-9	28
Cc1noc(C)c1COc1ccc(C(=O)N2CCCC(C(F)(F)F)C2)cc1 (configuration not stated)
    99	-5	108	4	0.7	1.2	7	-2	41
CCN1C(C)=C(C)S/C1=C1\SC(=S)N(NC(C)=O)C1=O
    98	3	100	-5	0.0	1.2	-1	-3	33
O=C(OCc1c(Cl)cccc1Cl)c1ccncc1
    102	-11	100	15	-1.8	1.5	0	2	-14
CCCNc1nc2c(c(=O)[nH]c(=O)n2C)n1CCOc1ccccc1
    104	-15	103	3	0.2	5.3	1	-10	24
Cc1cccn2c(=O)c3cc(C(=O)NCc4ccco4)c(=N)n(C4CCCCC4)c3nc12
    101	6	100	7	-0.7	0.4	-1	nt	46
